Screening results from PubChem.
PG9 binder: PG9 antibody binding by small molecule; inhibition, % at 6.7 µM; TR-FRET gp120-PG9 antibody binding; 360,000 compounds, 0.43% hits; AID 624416; in the data active = inhibition above about 8.5%
NPR1 activator: GC-A (human) enzyme activation; HEK293 GC-A cells, cGMP TR-FRET, EC30 ANP; 0% at EC30 ANP, 100% saturating ANP; activation, % at 10 µM; 370,000 compounds, 0.14% hits; in the data active = activation above about 40%
ADAM17 inh: ADAM17 inhibition, QFRET primary screen | AID 720648 | P78536 | inhibition, % at 6.95 µM | recombinant ADAM17, EDANS/DABCYL FRET peptide cleavage | 370,000 compounds, 0.83% hits;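 active = inhibition above the mean of compounds lying between control limits plus 3 SD, set per campaign, cut at about 8.5% in these data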;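 note: 0% = DMSO-only wells as the low control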
Target sequence (P78536 215-824 limits assumed): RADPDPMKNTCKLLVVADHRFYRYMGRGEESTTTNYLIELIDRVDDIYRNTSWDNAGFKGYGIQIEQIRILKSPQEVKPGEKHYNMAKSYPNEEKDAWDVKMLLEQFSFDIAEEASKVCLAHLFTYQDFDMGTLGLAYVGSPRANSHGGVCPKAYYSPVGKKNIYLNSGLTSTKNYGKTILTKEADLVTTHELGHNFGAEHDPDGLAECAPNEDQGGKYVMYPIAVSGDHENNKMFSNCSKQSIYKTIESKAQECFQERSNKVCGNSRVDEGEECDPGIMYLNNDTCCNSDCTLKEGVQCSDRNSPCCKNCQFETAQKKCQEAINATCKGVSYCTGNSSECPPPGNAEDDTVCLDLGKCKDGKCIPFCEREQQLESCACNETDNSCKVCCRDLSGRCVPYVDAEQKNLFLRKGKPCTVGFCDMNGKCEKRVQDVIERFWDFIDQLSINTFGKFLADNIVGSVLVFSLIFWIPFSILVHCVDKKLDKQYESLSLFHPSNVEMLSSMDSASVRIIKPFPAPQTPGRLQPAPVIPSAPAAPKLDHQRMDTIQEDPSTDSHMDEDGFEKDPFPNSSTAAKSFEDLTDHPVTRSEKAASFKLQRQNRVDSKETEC
hcDAF-12 act: activates DAF-12 receptor from parasite H. contortus; HEK293 hcDAF-12 lit1-tk-luc reporter, luminescence; 0% DMSO, 100% Δ7-dafachronic acid; activation, % at 6.8 µM; 370,000 compounds, 1.4% hits;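 active = activation above the mean of all tested compounds plus 3 SD, cut at about 5.5% in these data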;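 note: 100% = response to 3 µM Δ7-dafachronic acid high control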
SMARCA2 activ: SMARCA2 function activation, primary screen | 370,000 compounds, 1% hits | AID 652017 | activation, % at 9.1 µM | MG213 cells, MMTV-luciferase reporter, dexamethasone, overnight; in the data active = activation above about 7.8%;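 note: 0% = vehicle wells and 100% = reference activator wells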
DAX1 inh-1: NR0B1 (DAX1) inhibition. AID 504766. HEK293 Gal4-DAX1 luciferase reporter, luminescence. P51843. 340,000 compounds, 0.99% hits. inhibition, % at 6.75 µM;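 active = inhibition above the mean over all tested compounds plus 3 SD, cut at about 4.2% in these data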;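 note: 0% = DAX1-transfected cells with DMSO and 100% = empty-vector control cells with DMSO; inhibition shows as a rise in luminescence from relieved DAX1 repression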
Target sequence (P51843 207-470 limits assumed): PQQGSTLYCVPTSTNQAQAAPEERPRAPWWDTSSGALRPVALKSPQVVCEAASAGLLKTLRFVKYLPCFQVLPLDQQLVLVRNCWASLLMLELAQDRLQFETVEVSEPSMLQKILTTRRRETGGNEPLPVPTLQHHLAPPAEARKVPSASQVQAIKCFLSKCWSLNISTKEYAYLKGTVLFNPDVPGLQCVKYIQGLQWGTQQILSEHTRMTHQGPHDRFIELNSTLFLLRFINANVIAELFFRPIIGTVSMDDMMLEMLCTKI
hgDAF-12 ag: hgDAF-12 agonism, primary luciferase screen; HEK293 GAL4-hgDAF12 UAS-luciferase reporter, agonist luminescence; normalized to butyrate control; activation, % at 6.8 µM; 370,000 compounds, 1.8% hits;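 active = activation above a cutoff set at the mean of all screened compounds plus 3 SD, cut at about 10% in these data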;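 note: 0% = DMSO wells and 100% = sodium butyrate wells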
GAA850 FXN act: frataxin GAA850 promoter activation; HEK293 lucGAA850 FXN promoter luciferase reporter, 24 h; percent of 10 µM SAHA response; activation, % at 6 µM; 360,000 compounds, 0.56% hits;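 active = activation above the average of all compounds screened plus 3 SD, cutoff fixed separately per campaign, cut at about 7.5% in these data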;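 note: 0% = DMSO wells and 100% = 10 µM SAHA wells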
ADAM10 inh: inhibitors of human ADAM10. O14672. 370,000 compounds, 0.62% hits. recombinant ADAM10, EDANS/DABCYL FRET peptide cleavage, 3 h. inhibition, % at 7 µM;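 active = inhibition above a per-campaign cutoff equal to the mean of compounds falling between control-based bounds plus 3 SD, cut at about 20% in these data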;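 note: 0% = DMSO wells while the 100% control is not disclosed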
ssDAF-12 act: activators of S. stercoralis DAF-12 nuclear receptor; HEK293 ssDAF-12/GRIP1 lit1-tk-luc reporter, luminescence; % of 3 µM dafachronic acid response; activation, % at 6.8 µM; 370,000 compounds, 1% hits; AID 652126;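 active = activation above the mean over all tested compounds plus 3 SD, cut at about 0.9% in these data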;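 note: 0% = DMSO-only wells and 100% = 3 µM delta7-dafachronic acid wells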
DAX1 inh-2: DAX1 (NR0B1) inhibition, primary screen; HEK293T StAR-luciferase reporter, SF-1/DAX-1 repression relief; AID 652010; inhibition, % at 6.8 µM; 370,000 compounds, 1.1% hits;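 active = inhibition above the mean over all tested compounds plus 3 SD, cut at about 3.6% in these data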;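 note: 0% = DAX-1 cells with DMSO and 100% = cells lacking DAX-1 with DMSO; higher inhibition means more luminescence from relief of DAX-1 repression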
* marks the source's active call; other numbers are inactive results; i = inactive; . = no result given.

SMILES	PG9 binder	NPR1 activator	ADAM17 inh	hcDAF-12 act	SMARCA2 activ	DAX1 inh-1	hgDAF-12 ag	GAA850 FXN act	ADAM10 inh	ssDAF-12 act	DAX1 inh-2
COc1cc(-c2cnc3c(NC=O)cc(-c4ccccc4)cn23)cc(OC)c1OC	-0.3	2.8	-3.5	-2.9	-2.1	.	-2.9	-0.9	-14.9	-1.8	4.2*
O=C(NCCc1c[nH]c2ccc(Cl)cc12)c1cccnc1	1.4	-2.8	-5.3	-2.6	-3.4	-1.2	-1.1	-0.7	-1.8	-1.9	-1.3
Cc1cccc(Sc2ccc([N+](=O)[O-])cc2[N+](=O)[O-])n1	-0.3	0.9	2.2	-1.0	0.1	-1.7	-0.5	3.2	-3.3	-1.6	-0.5
COc1ccc(NC(=O)N2CCC(c3nc4ccccc4[nH]3)CC2)cc1	-0.2	-0.6	0.1	-0.6	3.2	0.0	-2.0	-0.6	3.3	-0.6	-1.0
CCCS(=O)(=O)c1cn2cccc(N)c2c1S(=O)(=O)CCC	-0.3	0.6	-16.2	-0.3	1.0	-1.3	-0.4	2.5	-54.0	-1.2	-0.1
Cc1nc2ccc(NC(=O)CSc3nnc(C)s3)cc2[nH]1	-0.6	-0.1	2.6	-1.3	2.5	2.7	-0.8	0.1	5.1	-1.0	0.9
Cc1ccccc1-c1nn(-c2ccc(F)cc2F)cc1CNC1CC1	-0.5	-5.4	0.8	-1.3	1.6	.	5.0	3.8	-1.9	-1.1	0.2
CCC(=O)Nc1ccc(Nc2ccccc2)cc1	-6.4	-1.5	1.6	2.7	0.1	1.4	1.8	4.1	0.8	-0.9	-0.2
CCCCCC1CC(CC(=O)NC(=S)Nc2ccccc2Cl)C(=O)O1 (stereo not drawn)	-0.1	3.4	3.0	-0.9	3.6	2.9	1.2	1.0	7.0	-1.2	-0.2
Cc1cc(C(C2C(=O)CC(C)(C)CC2=O)C2C(=O)CC(C)(C)CC2=O)cc(C)c1OC(F)F	-0.1	-5.1	-1.9	-1.1	-0.4	-0.4	-1.9	-1.7	-3.3	-1.1	0.6
CCCCc1ccc(CC2S/C(=C(\C#N)C(=O)N3CCOCC3)N(c3ccccc3)C2=O)cc1 (stereo not drawn)	1.4	-4.5	-1.5	0.1	1.7	1.5	1.7	3.0	12.7	-1.3	0.0
O=C(CCNC(=O)c1ccc(Cl)cc1)Nc1ccccc1N1CCCCC1	-1.5	-22.6	-4.3	-1.2	-1.8	0.8	-1.3	0.4	-7.2	-1.2	-0.1
COc1ccccc1OCc1nnc(SCC(=O)c2cc(Cl)ccc2OC)o1	1.8	1.2	2.7	0.7	-4.4	-2.6	-1.4	-1.0	5.8	-0.5	-1.5
Cn1c(=O)c2[nH]c(N3CCOCC3)nc2n(-c2ccccc2)c1=O	1.1	7.7	-2.4	-1.7	-0.2	-0.7	-1.7	0.8	0.3	-1.3	0.0
Nc1ccc(-c2nc3ccc(-c4nc5ccccc5o4)cc3[nH]2)cc1	10.3*	17.3	i	-1.3	4.1	-2.5	-0.9	-0.1	i	-1.3	-0.8
CC1(CCl)N([O-])C2=C(CCCC2)[N+]1=O (stereo not drawn)	-2.9	1.9	-1.4	0.5	-0.8	-0.4	1.4	1.1	-5.7	-1.4	-0.4
O=C1c2ccc([N+](=O)[O-])cc2C(=O)N1Cc1cccnc1	-1.5	-0.6	-2.7	2.0	-1.3	1.7	1.4	0.4	-0.4	-0.8	0.3
CC(=O)Nc1ccc(NC(=O)C(C)OC(=O)C2(c3ccc(F)cc3)CCCC2)cc1 (stereo not drawn)	0.1	-6.3	-1.0	-0.9	-0.6	-1.7	-4.9	-2.9	9.0	-2.0	-0.4
COP(=O)(OC)C(Nc1ccc(C)cc1)c1ccc(Br)cc1 (stereo not drawn)	-2.8	-6.5	0.6	0.3	-0.6	-1.2	0.3	0.2	5.8	-0.5	0.6
C=CCOc1ccc(Br)cc1CNCCCN1CCOCC1	0.0	-14.3	-0.3	0.9	1.6	0.0	-0.9	1.7	-3.1	-1.2	0.5
CCCn1c(SCC(=O)N2c3ccccc3CCc3ccccc32)nc2c1c(=O)n(C)c(=O)n2C	-0.2	-21.4	-1.4	4.8	1.5	-0.9	-0.7	-2.0	-4.7	-0.8	0.1
O=C(/C=C/Nc1ccc(F)c(Cl)c1)c1ccco1	1.6	3.0	-5.4	8.8*	7.7	4.1	9.4	3.6	-4.7	1.7*	1.5
COc1ccc(OCCCC(=O)Nc2nccs2)cc1	-2.8	-0.4	0.0	-0.8	4.0	1.2	0.2	3.2	1.4	-1.2	0.3
O=C(COc1ccc2c(-c3ccccc3)cc(=O)oc2c1)NCCCn1ccnc1	0.7	1.5	0.3	-2.7	2.5	0.0	-3.4	2.9	-5.4	-1.8	-3.0
COc1ccccc1-c1cc(C(=O)Nc2c(F)cc(F)cc2Br)no1	2.1	-3.4	-1.1	-3.6	-4.7	-0.9	-1.4	0.3	-2.0	-2.4	-1.5
CCOc1nc(OCC)c2[nH]c(C(=O)O)c(Br)c2n1	-3.8	2.0	-5.2	0.0	2.2	0.7	1.0	0.1	-4.4	-1.4	-0.6
O=S(=O)(c1ccc2ccccc2c1)N1CCN(CCO)CC1	-1.4	0.6	0.7	-2.5	-1.6	-0.1	-1.1	2.0	-7.7	-1.1	0.4
Cc1ccc(C)c2[nH]c(=O)c(CN(CC3CCCO3)C(=S)NCc3ccco3)cc12 (stereo not drawn)	-0.7	-3.8	-9.5	-1.4	-0.9	-0.4	2.9	-0.5	-22.7	-1.1	-0.8
CCOC(=O)c1c(C)[nH]c(C(=O)N2CCCC(C(=O)c3cccc(OC)c3)C2)c1C (stereo not drawn)	-4.1	0.0	1.6	-0.3	2.1	2.4	0.5	-0.2	6.0	-1.2	-0.4
c1ccc(Cn2c[n+](Cc3ccccc3)cn2)cc1	1.0	1.1	-2.2	1.9	0.2	-1.4	-0.6	-0.2	-6.8	-1.5	-0.7
Cc1c(-c2nnc(SCC(=O)O)n2-c2ccccc2Br)nnn1-c1ccccc1	-2.9	-0.5	0.3	0.8	-5.1	-0.1	-0.5	2.0	1.9	-0.8	-0.5
O=C(COC(=O)C1CC2CCCC(C1)C2=O)NNC(=O)c1ccccc1F (stereo not drawn)	0.2	-2.1	-4.3	2.3	-2.8	0.5	1.2	0.9	-9.6	-0.4	1.5
CC(=O)NCCC(=O)Nc1nc(-c2cccs2)c(-c2cccs2)s1	1.5	15.1	-75.2	4.0	-1.8	-0.3	-1.9	1.2	-233.0	0.1	-0.9
COC(=O)c1ccc(NC(=O)C[n+]2ccccc2C)cc1	-2.8	6.8	-0.8	1.4	1.2	0.1	-2.0	2.2	7.4	-1.1	0.3
COc1ccc(C(N)=O)cc1N	-1.5	2.4	-0.2	-1.7	1.2	1.2	-1.6	1.4	-3.8	-1.7	0.0
COc1ccccc1Nc1nc(N)nc(CN2CCC(C)CC2)n1	-0.6	-0.9	-7.4	0.3	-2.6	-0.3	-0.5	1.6	-2.1	-1.3	-0.1
CCCc1nnc(NC(=O)CCC(=O)N2CCN(Cc3cc(Cl)ccc3OC)CC2)s1	-1.7	-2.6	-6.1	-0.1	-3.3	-0.6	0.0	1.2	6.4	-0.9	0.0
COc1cc([N+](=O)[O-])cc2sc(NC(=O)C3CC3)nc12	1.2	47.4*	0.8	-0.6	3.2	0.5	-0.7	-0.2	12.1	-1.8	-1.0
O=C1NC(=O)C(=C2CCOC2=O)N1	1.2	-0.7	-4.4	-0.9	-2.5	1.1	0.1	-0.9	-7.9	-1.2	-0.8
Cc1ccc(C(=O)NCCNC(=O)c2ccccc2)cc1	0.7	-2.0	-4.8	1.1	-3.0	0.1	0.4	0.1	-6.3	-1.8	-0.9
O=C(CSc1nnc(CNC(=O)C23CC4CC(CC(C4)C2)C3)n1-c1ccccc1)Nc1ccccc1	-2.0	1.7	5.5	-1.6	-1.1	-1.1	-2.4	4.6	6.9	-0.6	0.5
Nc1c(C(=O)CCC(=O)O)oc2ccc(Cl)cc12	-0.9	0.4	-14.6	1.9	-0.7	1.0	1.9	-1.1	-71.3	-0.3	-0.8
Cc1ccc(C2C3=C(CC(C)(C)CC3=O)OC3=C2C(=O)CC(C)(C)C3)cc1	2.9	-4.0	-2.6	2.6	-1.1	-1.3	0.1	-1.7	6.3	-1.4	-0.1
CC12CCC(=O)N1C(C(=O)NNC(=O)c1ccc(Cl)cc1)CS2 (stereo not drawn)	-1.2	1.8	0.2	0.4	-0.4	0.2	1.9	0.4	-4.7	-1.3	0.7
COC(=O)c1cccc(NC(=O)Cn2cnc3c2c(=O)n(C)c(=O)n3C)c1	-1.2	-2.6	-1.4	-1.1	3.7	-0.2	0.0	-2.8	0.4	-1.6	0.9
CC1=C(C(=O)OCc2ccccc2)C(c2ccccc2-c2ccccc2)NC(=O)N1CCCCCC(=O)O (stereo not drawn)	-1.1	0.2	-3.8	-2.2	-0.7	0.2	-0.5	1.9	-2.2	-0.9	0.5
Cc1ccc(S(=O)(=O)N2CCOCC2)cc1C(=O)OC(C)C(=O)c1ccccc1 (stereo not drawn)	-0.9	1.1	1.0	0.1	-2.7	-0.8	1.9	0.9	-1.7	-1.5	-0.4
CCOc1cc(NC(=S)NCCCOC)c(OCC)cc1NC(=O)c1ccco1	-0.9	-3.5	3.5	0.7	9.9*	0.6	-1.3	0.4	0.2	-1.0	0.0
CCOc1ccc(NC(=O)COC(=O)C2(C)CC2(Cl)Cl)c([N+](=O)[O-])c1 (stereo not drawn)	-0.4	-1.6	1.7	-2.5	2.8	-0.6	5.5	4.5	6.8	-1.1	-0.1
C/C(=N\NC(=S)NCc1ccccc1)c1ccc2ccccc2c1	-1.3	-1.3	-3.4	0.4	-1.9	-0.6	0.1	0.4	-0.6	-1.8	-0.2

2 entries picked at random from those above, as already listed:
SMILES	PG9 binder	NPR1 activator	ADAM17 inh	hcDAF-12 act	SMARCA2 activ	DAX1 inh-1	hgDAF-12 ag	GAA850 FXN act	ADAM10 inh	ssDAF-12 act	DAX1 inh-2
CC12CCC(=O)N1C(C(=O)NNC(=O)c1ccc(Cl)cc1)CS2 (stereo not drawn)	-1.2	1.8	0.2	0.4	-0.4	0.2	1.9	0.4	-4.7	-1.3	0.7
Cc1ccc(C2C3=C(CC(C)(C)CC3=O)OC3=C2C(=O)CC(C)(C)C3)cc1	2.9	-4.0	-2.6	2.6	-1.1	-1.3	0.1	-1.7	6.3	-1.4	-0.1

The list goes on.
SMILES	PG9 binder	NPR1 activator	ADAM17 inh	hcDAF-12 act	SMARCA2 activ	DAX1 inh-1	hgDAF-12 ag	GAA850 FXN act	ADAM10 inh	ssDAF-12 act	DAX1 inh-2
COc1ccc(CCC(=O)OCC(=O)Nc2ccc3[nH]c(=O)[nH]c3c2)cc1	-1.8	2.2	-4.7	-0.4	-1.4	-0.5	0.1	1.0	-5.8	-1.1	0.6
O=C(/C=C/c1ccc(Cl)cc1Cl)c1ccc[nH]1	1.1	13.3	2.6	1.1	3.8	-0.4	2.4	3.4	13.3	-0.8	-0.9
CCOc1cc(C)c(Cl)cc1S(=O)(=O)n1cnc2ccccc21	0.6	-3.4	2.9	-0.3	5.4	0.8	-0.9	0.5	3.1	-1.6	0.5
CS(=O)(=O)N1CCc2cc(-c3csc(NC(=O)C(c4ccccc4)c4ccccc4)n3)ccc21	0.6	-3.0	-1.1	-2.0	0.1	-1.8	0.2	2.6	0.6	-1.6	0.9
